NPY-Y1 antag – antagonists of human neuropeptide Y receptor Y1. HEK293-CNG Y1 cells, membrane potential fluorescence; NPY at EC95, then isoproterenol. inhibition, % at 3.6 µM. actives 1% (n = 200,000);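 active means inhibition above the campaign mean inhibition of all tested compounds plus 3 SD, cut at about 20% in these data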;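 further: 0% = DMSO wells given NPY plus isoproterenol and 100% = isoproterenol alone without NPY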
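Assay system: HEK293 cells with Y1 receptor plus CNG channel | Probe or stimulus: NPY (25 nM), isoproterenol (1 µM), Ro 20-1724 (25 µM) | Timing: Compound incubation 1 h at room temperature, readout 45 min post-stimulation | Measured by: Membrane-potential fluorescent dye readout | Benchmarks: High control isoproterenol alone, low control NPY with isoproterenol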
Runt-CBFb FRET – inhibitors of human RUNX1 Runt domain binding to CBFb; Q01196+Q13951; Cerulean-Runt/Venus-CBFb FRET ratio 530/480, 1 h; inhibition, % at 20 µM; actives 0.46% (n = 220,000);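 active means inhibition over about 50% at 20 µM in the single-dose screen, limit read from the data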;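 further: 0% = DMSO wells and 100% = excess unlabeled CBFb competitor control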
Target sequence (Q01196 whole entry, looked up, the tested form may be a part): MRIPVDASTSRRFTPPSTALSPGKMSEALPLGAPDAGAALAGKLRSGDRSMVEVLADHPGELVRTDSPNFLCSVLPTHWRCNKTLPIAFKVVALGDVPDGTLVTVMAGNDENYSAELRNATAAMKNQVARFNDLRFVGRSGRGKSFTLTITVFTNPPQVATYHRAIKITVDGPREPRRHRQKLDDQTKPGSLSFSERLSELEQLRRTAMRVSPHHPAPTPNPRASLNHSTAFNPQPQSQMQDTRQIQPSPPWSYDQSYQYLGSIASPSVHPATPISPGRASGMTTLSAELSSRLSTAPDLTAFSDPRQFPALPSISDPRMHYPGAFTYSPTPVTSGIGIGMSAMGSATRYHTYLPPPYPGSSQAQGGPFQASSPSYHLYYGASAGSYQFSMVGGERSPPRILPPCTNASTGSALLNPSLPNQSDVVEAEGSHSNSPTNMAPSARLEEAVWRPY
Target sequence (Q13951 whole entry, looked up, the tested form may be a part): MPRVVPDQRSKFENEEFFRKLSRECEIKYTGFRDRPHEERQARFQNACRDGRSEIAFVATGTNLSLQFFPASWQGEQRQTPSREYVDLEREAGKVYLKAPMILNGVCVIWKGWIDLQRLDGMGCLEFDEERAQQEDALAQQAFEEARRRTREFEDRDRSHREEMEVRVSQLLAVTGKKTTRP
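System: Cerulean-labeled Runt domain protein | Quantity: 100 nM of each labeled protein | Schedule: 1 h compound exposure, room temperature | Detection: Fluorescence energy transfer, 422 nm excitation, 530/480 nm emission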
BaF3 parental – reduces parental Ba/F3 cell viability, JAK2V617F counter-screen. CellTiter-Glo ATP luminescence. inhibition, % at 5.6 µM. actives 1.1% (n = 220,000). AID 1486;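 active means inhibition above a per-campaign cutoff, the mean inhibition of all tested compounds plus 3 SD, cut at about 27% in these data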;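 further: 0% = DMSO wells and 100% = JAK Inhibitor I control wells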
RBBP9 inh – human RBBP9 hydrolase inhibition. recombinant RBBP9, FP-Rh probe fluorescence polarization. actives 0.2% (n = 220,000). AID 1515. inhibition, % at 7.94 µM;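 active means inhibition above the campaign mean of all tested compounds plus 3 SD, cut at about 14% in these data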;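 further: plate controls were DMSO wells with RBBP9 for no effect and wells lacking RBBP9 protein for full effect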
Target sequence (O75884 whole entry, looked up): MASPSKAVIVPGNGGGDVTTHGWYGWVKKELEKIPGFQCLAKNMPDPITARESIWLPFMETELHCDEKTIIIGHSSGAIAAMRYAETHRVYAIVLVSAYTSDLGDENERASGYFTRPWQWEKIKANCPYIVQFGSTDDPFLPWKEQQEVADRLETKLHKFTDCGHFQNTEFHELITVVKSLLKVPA
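Measured by – fluorescence polarization · Test system – RBBP9 protein · Input – 2.5 µM RBBP9 dispensing solution, before mixing · Measure – percent inhibition from mP, scaled between DMSO and no-protein wells · Benchmarks – DMSO-treated enzyme wells and wells lacking RBBP9 · Times – preincubation 30 min plus labeling 45 min at 25 °C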
NPY2 pot ag – potentiators or agonists of human neuropeptide Y receptor Y2. activation, % at 3.6 µM. actives 0.45% (n = 220,000). cells expressing NPY-Y2, potentiator/agonist read-out; in the data active means activation above about 27%;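 further: cells stimulated with NPY near EC25 plus isoproterenol at EC100; 0% = vehicle plus submaximal agonist and 100% = vehicle plus saturating agonist; some results beyond the cut were filed as inactive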
S1P4 ag – agonists of human S1P4 receptor; activation, % at 4.98 µM; S1P4-expressing cell line, agonist reporter assay; actives 0.35% (n = 220,000); O95977; AID 1509; in the data active means activation above about 11%;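 further: 0% = DMSO vehicle and 100% = reference agonist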
Ba/F3 V617F tox – lowers viability of Ba/F3 cells expressing EpoR and JAK2V617F. actives 1.1% (n = 220,000). inhibition, % at 5.6 µM. ATP luminescence;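 active means inhibition above the campaign mean plus 3 SD over all tested compounds, cut at about 24% in these data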;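 further: cytokine-independent growth of Ba/F3 cells driven by EpoR plus mutant JAK2; 0% = DMSO-treated cells and 100% = JAK inhibitor I control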
NPY-Y1 PAM-ag – human NPY-Y1 potentiation or agonism, primary screen; P25929; AID 1304; NPY-Y1 expressing cells, potentiator/agonist activation; actives 0.37% (n = 220,000); activation, % at 3.6 µM; in the data active means activation above about 33%, passing the limit was not always enough;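 further: cells stimulated with NPY at EC10 then isoproterenol at EC100; 0% = low agonist plus stimulus and 100% = saturating agonist plus stimulus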
S1P4 antag – blocks the human S1P4 receptor; O95977; S1P4-expressing cells, antagonist mode, reporter read-out; inhibition, % at 4.98 µM; actives 0.26% (n = 220,000); AID 1510; in the data active means inhibition above about 29%;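 further: 0% = wells stimulated with agonist and 100% = vehicle wells without agonist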
* hit, by the source's call; nt = no result given.

Start of the listing, in advance (2 entries):
SMILES | NPY-Y1 antag | Runt-CBFb FRET | BaF3 parental | RBBP9 inh | NPY2 pot ag | S1P4 ag | Ba/F3 V617F tox | NPY-Y1 PAM-ag | S1P4 antag
O=C1CC(C(=O)N2CCOCC2)C2(CCCCC2)O1 (configuration not stated) | -2 | 1 | 7 | 1 | -5 | 1.4 | 1 | 19 | -1
O=C(C[N+]1(CC#Cc2ccccc2)CCCCC1)c1ccc(Cl)cc1 | 9 | 0 | 38* | 0 | -9 | 0.6 | 0 | -16 | -5

The list itself, repeating the preview:
SMILES | NPY-Y1 antag | Runt-CBFb FRET | BaF3 parental | RBBP9 inh | NPY2 pot ag | S1P4 ag | Ba/F3 V617F tox | NPY-Y1 PAM-ag | S1P4 antag
O=C1CC(C(=O)N2CCOCC2)C2(CCCCC2)O1 (configuration not stated) | -2 | 1 | 7 | 1 | -5 | 1.4 | 1 | 19 | -1
O=C(C[N+]1(CC#Cc2ccccc2)CCCCC1)c1ccc(Cl)cc1 | 9 | 0 | 38* | 0 | -9 | 0.6 | 0 | -16 | -5
C1CCN=C(NC23CC4CC(CC(C4)C2)C3)CC1 | -1 | -2 | 3 | -2 | 12 | 0.4 | 2 | -2 | 6
CCOC(=O)C1CCN(c2nc3ccccc3nc2C(C#N)C(=O)OC(C)C)CC1 (configuration not stated) | 4 | 7 | 2 | 5 | -4 | 4.1 | -2 | -1 | 5
COc1ccc(-n2cnc3cc([N+](=O)[O-])ccc32)cc1 | 1 | 0 | 10 | -3 | -6 | 1.3 | 0 | 5 | 7
O=[N+]([O-])c1ccccc1Oc1ncccc1[N+](=O)[O-] | -4 | -1 | 0 | -3 | -9 | -1.1 | -4 | 3 | -11
FC(F)(F)c1cnc(Oc2ccc(-c3nnco3)cc2)c(Cl)c1 | 10 | -5 | 2 | -6 | -5 | -0.2 | 0 | 14 | -17
Cc1ccc(CNC(=O)CCCn2c(=O)c3ccccc3n(CC(=O)NCc3ccco3)c2=O)cc1 | -5 | -4 | 4 | -8 | -16 | 0.6 | 1 | -31 | -23
Cc1nc2nc(SCC(=O)c3ccccc3)[nH]c2cc1Br | nt | 1 | 5 | -9 | -11 | -0.1 | 1 | 6 | 6
Cn1c(=S)[nH]c2c(c1=O)C(C)(C)Cc1ccccc1-2 | 6 | 11 | 7 | -2 | 0 | -0.1 | 2 | -10 | -10
COc1nccnc1NS(=O)(=O)c1ccc(NC(=S)NC(=O)c2ccccc2F)cc1 | -3 | 6 | 4 | -5 | -1 | 1.2 | 3 | 11 | -6
COc1cccc(C(=O)COc2ccc3c(C)c(Cc4ccccc4)c(=O)oc3c2)c1 | -2 | -1 | -2 | -12 | 2 | 1.5 | -1 | -4 | -16
COC(=O)c1cc2c(cc1NC(=O)CSCCc1ccccn1)OCO2 | 5 | 0 | 5 | -5 | 4 | 1.0 | -1 | 9 | -19
O=[N+]([O-])c1ccc(Cl)cc1N1CCCCC1 | 4 | -2 | 6 | -9 | -3 | -0.8 | 1 | -3 | 1
O=C(COc1cc(Cl)c(Cl)cc1Cl)NC(=O)Nc1ccc2c(c1)OCCO2 | 3 | 3 | 5 | -11 | 8 | 0.7 | 3 | -10 | -18
COC(=O)c1sccc1NC(=S)Nc1ccc(F)cc1 | 0 | 6 | 10 | 1 | 4 | -2.7 | 3 | -4 | -9
CCOC(=O)C1CCCN(C(=S)Nc2cc(C)cc(C)c2)C1 (configuration not stated) | 2 | -2 | 0 | -3 | -8 | 0.0 | -6 | -30 | 0
CN(Cc1ccccc1)C(=S)Nc1cccnc1 | -2 | 0 | -1 | -1 | -1 | 0.8 | -3 | -10 | 9
CCN1CCN(Cc2ccccc2NC(=O)Nc2ccc(C)cc2)CC1 | -1 | 2 | 1 | -6 | -8 | 0.4 | -4 | -22 | -16
COc1ccc(N2C(=O)CN(Cc3cc(OC)c(OC)c(OC)c3)C2=S)cc1 | -2 | -3 | 8 | -11 | 3 | 1.5 | -1 | 20 | 1
C=CCn1c(SCC(=O)Nc2ccc3c(c2)OCO3)nc2ccccc2c1=O | -5 | 2 | 1 | -8 | -13 | 2.2 | 0 | 2 | -8
CCCCn1c(N)nc2ccccc21 | 2 | 2 | 1 | -5 | -18 | -2.3 | 0 | -20 | -12
COC(=O)C1ON2OC(C(=O)OC)C(C(=O)OC)C2C1CC(C)=O (configuration not stated) | 4 | -1 | 0 | -8 | 4 | 1.3 | 2 | -5 | -11
COC(=O)c1cccnc1-n1c(=O)c2cccnc2n(Cc2ccc([N+](=O)[O-])cc2)c1=O | 4 | 1 | 7 | 0 | 8 | -1.1 | 1 | -12 | -3
NC(=S)N/N=C/c1cccc(Br)c1 | 14 | 0 | 4 | 1 | -4 | 0.9 | 3 | 8 | 6
SMILES | NPY-Y1 antag | Runt-CBFb FRET | BaF3 parental | RBBP9 inh | NPY2 pot ag | S1P4 ag | Ba/F3 V617F tox | NPY-Y1 PAM-ag | S1P4 antag
COc1ccccc1/C=C/C=NC1C(=O)N(c2ccccc2)[N+](C)=C1C (configuration not stated) | nt | -1 | -3 | 0 | -5 | 0.5 | 2 | 12 | 2
Cc1c(NC(=O)c2nn3c(c2Br)NC(c2ccccc2)CC3C(F)(F)F)c(=O)n(-c2ccccc2)n1C (configuration not stated) | 4 | -5 | 8 | -2 | -10 | -0.5 | 2 | -12 | -31
CCOc1ccc(CN2CCC(=O)NC2=O)cc1 | 1 | -1 | 8 | -10 | -12 | -1.2 | 2 | 25 | -10
CSc1nc(-c2ccccc2)nn1C(=O)c1ccccc1 | -1 | 2 | 5 | -8 | -3 | -1.5 | -1 | 14 | 0
Cc1cc(C(=O)c2cnc(/N=C/N(C)C)s2)cc(C)c1O | 1 | 5 | 0 | 1 | 10 | 1.5 | -4 | 6 | -16
CCC(C)C(=O)Nn1c(C2CC2)nc2cc(OC)c(OC)cc2c1=O (configuration not stated) | 7 | 0 | 3 | 3 | -9 | 0.6 | -1 | -4 | -12
COc1cc(S(=O)(=O)n2cnc(C)c2)ccc1Cl | 2 | 1 | 4 | -5 | -11 | 0.4 | -1 | -9 | -17
COc1ccc(NS(=O)(=O)c2ccc(N/N=C(\C)c3ccncc3)c([N+](=O)[O-])c2)cc1 | -7 | -3 | 9 | -5 | 18 | 1.7 | 1 | 6 | -1
Cc1nc2c(C#N)cnn2c2c1CCN(Cc1ccccc1)N2C | 6 | 1 | 6 | -10 | 3 | 1.0 | 2 | 17 | -12
O=C(c1c(F)cccc1F)N1CCC(n2nnc3cc(C(F)(F)F)ccc32)CC1 | 4 | -1 | 8 | -4 | -7 | 1.4 | 4 | -5 | -11
N/C(COc1ccc(Cl)cc1Cl)=N\NS(=O)(=O)c1ccccc1 | 7 | 0 | 3 | -5 | -27 | 3.1 | -5 | -9 | -37
c1ccc(OCCn2c(-c3ccco3)nc3ccccc32)cc1 | 8 | 42 | 9 | -3 | -21 | -1.3 | 0 | -30 | -9
CCCOc1ccc([C@@H]2C3CN(C(=O)OCC)CC=C3C(C#N)=C(N)C2(C#N)C#N)cc1OC (some centres not stated) | -2 | 0 | 10 | -8 | -1 | -1.3 | 4 | 1 | 4
COc1ccc(-c2nc(-c3ccccn3)ncc2S(C)(=O)=O)cc1 | 1 | 2 | 11 | 3 | 9 | 0.9 | 1 | 6 | 10
Cc1ccccc1NC(=O)CSCC(=O)Nc1ccccc1C | -1 | 1 | 7 | -12 | -9 | 1.9 | 3 | 15 | -21
CS(=O)(=O)N(CCc1ccccc1)CC(=O)Nc1ccccc1 | 3 | -1 | 1 | -8 | 10 | 0.9 | -1 | 8 | -13
CC1(C)CC(=O)C(N=Nc2cc(S(=O)(=O)N3CCOCC3)ccc2Cl)=C(O)C1 | nt | 2 | 1 | -7 | 6 | 1.7 | -2 | -1 | 6
COc1cc(-c2nc(S(=O)(=O)c3ccc(C)cc3)c(N(C)C)o2)cc(OC)c1OC | 4 | 0 | 5 | 1 | 9 | -1.3 | 0 | 13 | -5
Cc1sc2nc(CN(C(=O)NC3CCCCC3)C3CCCC3)[nH]c(=O)c2c1C | 2 | -2 | 3 | -6 | 0 | -0.3 | 0 | -18 | -26
CC(C)N(Cc1nc(-c2ccc(Cl)cc2)no1)Cc1nccn1C | 2 | -2 | 2 | -6 | 2 | 2.7 | -4 | 6 | -8
O=C(NCC1CCCO1)/C(=C\c1ccco1)NC(=O)c1ccc(Cl)cc1 (configuration not stated) | 7 | -1 | 1 | 3 | -5 | 0.3 | -2 | 2 | -17
CCCCCCn1c(=O)[nH]c2nc3cc(N)c(C)cc3nc2c1=O | 2 | 14 | 5 | 0 | 14 | 0.2 | 1 | 22 | -11
COc1cccc(NC(=O)N2CCCC2C(=O)NCc2ccccc2F)c1 (configuration not stated) | 0 | 5 | 8 | -5 | 1 | 1.4 | -1 | -8 | -2
OCC(O)CSc1nc(-c2ccccc2)nc2c1CCC2 (configuration not stated) | -4 | 1 | 6 | -9 | 9 | 0.4 | -4 | -3 | -13
O=C1COc2ccc(C(=O)CSc3nnc(Cc4cccs4)n3-c3ccc(Cl)cc3)cc2N1 | 4 | -9 | 4 | -13 | -12 | -3.2 | -2 | -17 | -7
SMILES | NPY-Y1 antag | Runt-CBFb FRET | BaF3 parental | RBBP9 inh | NPY2 pot ag | S1P4 ag | Ba/F3 V617F tox | NPY-Y1 PAM-ag | S1P4 antag
Cc1ccc(-n2c(SCC(=O)N3CCOCC3)nnc2-c2cccnc2)cc1 | -4 | 2 | 5 | 11 | 8 | -0.8 | 2 | -15 | -2
CC(=O)Nc1ccc(C(=O)N/N=C/C2CC3C=CC2C3)cc1 (configuration not stated) | -3 | 0 | 3 | -4 | 5 | -0.7 | -4 | -2 | -15
O=C(NC1CCCCCC1)C(=S)NCCc1ccccc1 | -1 | 20 | 2 | 4 | -14 | -1.5 | -3 | 19 | 12
CC(=O)c1cccc(NC(=O)C2CCN(S(=O)(=O)c3cccs3)CC2)c1 | 9 | 1 | 2 | -9 | 9 | 1.5 | -3 | 33 | 4
O=C(CC(c1ccccc1)c1cc(Br)ccc1O)N1CCCCC1 (configuration not stated) | nt | 0 | 2 | -4 | 10 | 0.3 | -4 | 13 | -1
N/C(=N\OC(=O)c1cc(-c2ccccc2)nc2ccccc12)c1cccnc1 | 4 | -2 | 0 | -8 | -2 | 1.4 | -1 | -18 | -11
O=C(O)CN1C(=O)C2C3CC(C2C1=O)C1C(c2ccc(F)cc2)c2sc(=O)[nH]c2SC31 (configuration not stated) | 0 | 33 | 4 | -4 | 5 | 0.9 | 2 | 14 | -1
O=C(/C=C/c1ccccc1[N+](=O)[O-])NCCc1ccc(F)cc1 | 0 | -2 | -2 | 4 | 7 | -1.5 | -3 | 12 | -3
CCCC(=O)NCCCc1nc2ccccc2n1CCC | 2 | -3 | 0 | 1 | 6 | -2.1 | -3 | 15 | -8
Cc1ccc(C)n1-c1cc(S(=O)(=O)N2CCOCC2)ccc1N1CCCC1 | 4 | -2 | -1 | -10 | 16 | -0.2 | 2 | 9 | 11
